High-throughput results as filed in PubChem.
Growth percent in the NCI-60 one-dose screen (48 h, 10 µM unless noted): 100 = growth as untreated, 0 = no growth, -100 = all killed.
OVCAR-4 = OVCAR-4 ovarian cancer cells; 80,000 tested, 3.7% active; AID 1794784
OVCAR-5 = OVCAR-5 ovarian cancer | 82,000 tested, 2.9% active
IGROV1 = IGROV1 ovarian cancer; 79,000 tested, 4.7% active
NCI-H522 = NCI-H522 lung cancer; 78,000 tested, 8% active; AID 1794739
SK-OV-3 = SK-OV-3 ovarian cancer cells. AID 1794785. 80,000 tested, 3.2% active
OVCAR-8 = OVCAR-8 ovarian cancer. 81,000 tested, 4.4% active
NCI/ADR-RES = NCI/ADR-RES ovarian cells; 81,000 tested, 4.4% active; AID 1794790
OVCAR-3 = OVCAR-3 ovarian cancer. 79,000 tested, 7% active
NCI-H23 = NCI-H23 lung cancer; 80,000 tested, 4% active; AID 1794731
Numbers without * were called inactive; · = not tested or not shown. How the source made its calls: active means growth percent below 10; inactive means the rest. Compounds as they come, and some 11% of all compounds hit somewhere here.

cpd | SMILES | NCI-H522 | OVCAR-3 | NCI/ADR-RES | SK-OV-3 | OVCAR-8
1 | CN(CCC#N)C(=O)Nc1ccccc1 | 79.8 | 107.6 | 101.7 | 100.4 | 102.0
2 | CCCCN(CCCC)CCC(=O)c1cc(-c2ccccc2)oc1-c1ccccc1 | 97.7 | 110.0 | 100.4 | 104.1 | 106.2
3 | C=C1C(=O)O[C@H]2[C@H]1CC/C(COC(=O)/C=C/C(=O)NCc1ccc(Cn3c(=O)sn(-c4ccccc4)c3=O)cc1)=C\CC[C@@]1(C)O[C@@H]21 | -80.1* | -77.5* | 94.1 | 75.8 | -0.6*
4 | COC(=O)c1nn2c(c1C(=O)OC)CC1C(=O)N(c3ccccc3)C(=O)C1C2 (centres undefined) | 95.6 | 123.6 | 113.4 | 122.2 | 102.4
5 | CN(C)c1ccnc(CNCCSC2(c3ccccc3)c3ccccc3C=Cc3ccccc32)c1 | -73.6* | -58.6* | -61.6* | 6.5* | -45.1*
6 | Nc1ncnc2nc(NCc3ccccc3)[nH]c12 | 88.0 | 105.8 | 119.2 | 108.1 | 100.9
7 | CCOP(=O)(CCCCCCP(=O)(OCC)OCC)OCC | 114.3 | 113.4 | 107.3 | 114.4 | 104.6
8 | Cc1cc2c(cc1C)NC(C)CC(=O)N2 (centres undefined) | 109.2 | 94.3 | 98.1 | 125.6 | 138.6
9 | CCN(Cc1cccc(S(=O)(=O)O)c1)c1ccc(C(=C2C=CC(=[N+](C)C)C=C2)c2ccc(N(C)C)cc2)c(S(=O)(=O)O)c1 | 85.5 | 105.4 | 110.2 | 103.4 | 108.0
10 | COc1ccc(-c2cc(-c3cc(OC)ccc3OC)nc3sc(C(=O)c4ccccc4)c(N)c23)cc1 | 92.4 | 102.5 | 92.5 | 90.2 | 95.7
11 | CCN(CC)CCC(C(=O)O)(c1ccccc1)c1ccccc1 | 89.7 | 110.1 | 97.8 | 92.0 | 112.9
12 | O=C(Nc1ccc(OCc2nnc(-c3ccccc3)o2)c(F)c1)Nc1ccc(Cl)c(Cl)c1 | 35.0 | 53.6 | 58.6 | 89.6 | 61.6
13 | O=C1CSC(c2cccnc2)N1Nc1ncnc2ccccc12 (centres undefined) | 104.2 | 115.3 | 101.1 | 112.3 | 103.7
14 | OC(Cn1cncn1)(Cn1cncn1)c1ccc(F)cc1F | 99.1 | 121.4 | 110.8 | 102.5 | 121.3
15 | COc1ccccc1NC(=O)CC(C)=O | 93.3 | 118.1 | 105.1 | 128.5 | 116.5

cpd | OVCAR-4 | IGROV1 | NCI-H23 | OVCAR-5
1 | 104.0 | 106.4 | 100.6 | 110.7
2 | 107.4 | 108.6 | 95.9 | 106.7
3 | 25.7 | -25.5* | 49.7 | 35.4
4 | 107.6 | 94.0 | 102.7 | 98.7
5 | 16.8 | 11.1 | -30.6* | 1.4*
6 | 102.4 | 107.5 | 106.4 | 94.7
7 | 103.5 | 110.2 | 119.5 | 86.2
8 | 112.9 | 103.7 | 90.0 | 96.7
9 | 107.8 | 99.5 | 97.3 | 108.1
10 | 87.4 | 86.1 | 93.7 | 95.6
11 | 102.2 | 101.7 | 95.3 | 105.8
12 | 50.6 | 57.7 | 53.0 | 93.4
13 | 115.8 | 99.6 | · | 106.2
14 | 110.9 | 120.0 | 105.2 | 98.0
15 | 106.4 | 95.7 | 108.5 | 103.0

Remaining list, next part:
cpd | SMILES | NCI-H522 | OVCAR-3 | NCI/ADR-RES | SK-OV-3 | OVCAR-8
16 | COc1cc(C)c(Br)c(C)c1 | 129.8 | 117.0 | 95.5 | 111.2 | 99.6
17 | COc1ccc(/C=N\NC(=O)Cn2c3ccccc3c3ccncc32)cc1OC | 84.1 | 100.9 | 100.9 | 94.9 | 92.5
18 | COc1ccc(-c2cc(=O)c3c(CC(=O)O)cc(O)cc3o2)cc1 | 96.1 | · | 103.3 | 112.5 | 103.0
19 | C[C@@H]1CC[C@H]2[C@@H](C)C(O)O[C@@H]3O[C@]4(C)CC[C@@H]1[C@]32OO4 (some centres undefined) | -8.9* | 30.1 | 9.2* | 95.4 | 19.2
20 | CCN(C(=O)CN1CCN(c2cc3c(cc2F)c(=O)c(C(=O)O)cn3CC)CC1)c1nc(-c2ccccc2)cs1 | -15.4* | 16.8 | 5.3* | -2.6* | 7.7*
21 | CC1(C)NCCC[C@]2(C)[C@H]3C=CC4=C5C[C@@](C)(C(=O)N[C@@H](CO)Cc6ccccc6)CC[C@]5(C)CC[C@@]4(C)[C@]3(C)CC[C@@H]12 | 100.4 | 98.7 | 101.3 | 96.7 | 100.7
22 | O=C1c2cccc3c(-c4ccccc4)ccc(c23)C(=O)N1c1nc2ccccc2s1 | 89.8 | 94.0 | 104.2 | 105.7 | 102.2
23 | CN1CCN(CC(=O)Nc2nc3c(s2)Nc2ccccc2NC3=O)CC1 | 74.6 | 104.1 | 99.9 | 103.5 | 100.0
24 | Cc1oc(-c2ccc(Cl)cc2)nc1C1=NN(C(=O)c2ccncc2)C(c2ccc(Br)cc2)C1 (centres undefined) | 84.9 | 99.4 | 84.4 | 88.0 | 85.1
25 | Cc1nc(-c2cc3ccccc3oc2=O)ccc1C(=O)/C=C/c1ccc(Cl)c(Cl)c1 | 98.9 | 111.4 | 105.4 | 126.7 | 99.5
26 | O=C(NCCOCCOCCNc1cccc2c1C(=O)N(C1CCCNC1=O)C2=O)c1cc2c(o1)C(=O)c1ccccc1C2=O (centres undefined) | -52.7* | -25.0* | 48.6 | · | 3.3*
27 | NS(=O)(=O)Oc1cccc(-c2nc3sccn3c2-c2ccccc2)c1 | 61.5 | 39.1 | 48.1 | 76.7 | 66.8
28 | CC(Cc1nnc(SCC(=O)Nc2ccc(I)cc2)n1N)c1ccccc1 (centres undefined) | 82.8 | 110.7 | 96.0 | 97.8 | 95.9
29 | Cc1ccc(C(C)C)cc1Oc1cccc(-c2c(-c3ccc(C(F)(F)F)cc3)ncn2C2CCNCC2)n1 | -91.2* | -69.2* | -83.0* | -93.7* | -66.9*
30 | CCCCNc1ncnc2[nH]ncc12 | 103.1 | 106.3 | 105.4 | 111.2 | 97.1

cpd | OVCAR-4 | IGROV1 | NCI-H23 | OVCAR-5
16 | 117.3 | 114.7 | 99.9 | 108.8
17 | 89.3 | 95.4 | 100.6 | 107.5
18 | 116.4 | 111.8 | 99.7 | 107.5
19 | 40.2 | 38.9 | 15.4 | 26.5
20 | 3.2* | 23.3 | 9.9* | 35.6
21 | 92.6 | 99.5 | 99.6 | 101.1
22 | 101.0 | 74.8 | 90.5 | 93.6
23 | 108.7 | 94.2 | 96.2 | 111.1
24 | 84.8 | 80.8 | 86.4 | 95.0
25 | 106.7 | 104.3 | · | 113.5
26 | -98.1* | -15.4* | -42.8* | -84.5*
27 | 74.9 | 54.4 | 76.2 | 95.2
28 | 171.8 | 8.4* | 99.8 | 84.4
29 | -89.0* | -91.5* | -89.0* | -69.5*
30 | 107.0 | 95.5 | 100.3 | 98.6

(continued)
cpd | SMILES | NCI-H522 | OVCAR-3 | NCI/ADR-RES | SK-OV-3 | OVCAR-8
31 | C=CCOc1ccc2c(c1)CC[C@@H]1[C@@H]2CC[C@@]2(C)[C@H]1CC[C@]2(C)O | 60.3 | 111.0 | 90.5 | 93.9 | 66.4
32 | O=C1NC(=S)S/C1=C\c1ccc(Cl)c(Cl)c1 | 88.1 | 80.1 | 88.8 | 92.4 | 91.9
33 | CN(C)N=C1CCCCC1 | · | 118.2 | 104.4 | 105.4 | 112.2
34 | O=c1[nH]c(Cl)ncc1F | 98.2 | 62.5 | 85.5 | 91.6 | 75.0
35 | CCOC(=O)c1oc2nc(-c3cnccn3)cc(-c3cccs3)c2c1N | 97.7 | 120.4 | 98.1 | 160.0 | 104.0
36 | O=C(NC1(N2CCOCC2)CC1)c1ccc(Cl)cc1 | 91.5 | 114.7 | 102.3 | 103.1 | 105.0
37 | Cc1cc(C(=O)Nc2cc(Cl)ccc2Cl)c(C)o1 | 98.8 | · | 106.4 | 101.2 | 104.0
38 | Cc1cc(=O)n(-c2nc(-c3cccs3)c(C#N)c(=O)[nH]2)[nH]1 | 80.1 | 112.6 | 100.2 | 94.5 | 106.0
39 | O=C(CS(=O)(=O)c1oc(-c2ccc(Cl)cc2)nc1S(=O)(=O)c1ccccc1)N1CCCC1 | -89.3* | -90.1* | 10.0* | 97.9 | -31.8*
40 | O=C(O)c1cn(C2CC2)c2cc(N3CCN(CCCN4C(=O)c5ccccc5C4=O)CC3)c(F)cc2c1=O | 105.4 | 105.9 | 112.7 | 93.8 | 106.6
41 | Cc1cccc([N+](=O)[O-])c1C | 88.3 | 115.7 | 107.7 | 111.5 | 103.7
42 | O=C1Nc2ccc(Cl)cc2/C1=C/c1c[nH]c2ccccc12 | 76.7 | 94.7 | 87.8 | 91.0 | 86.3
43 | Fc1ccc(-c2ccc(F)cc2)cc1 | 102.4 | 107.0 | 108.0 | 108.1 | 94.3
44 | Cc1noc(C)c1C(=O)Nc1nc(-c2ccccc2)cs1 | 66.0 | 111.4 | 99.6 | 104.5 | 105.3
45 | O=C(Nc1ccccc1F)C1=NCCCCN1 | 90.8 | 106.4 | 101.3 | 107.8 | 102.2

cpd | OVCAR-4 | IGROV1 | NCI-H23 | OVCAR-5
31 | 89.4 | 103.5 | 92.8 | 75.3
32 | 83.5 | 87.2 | 74.2 | 79.2
33 | 112.2 | 109.7 | 108.4 | 100.1
34 | 101.7 | 110.6 | 73.1 | 109.1
35 | 110.1 | 100.5 | · | 118.7
36 | 95.7 | 104.0 | 102.5 | 101.2
37 | 100.6 | 103.3 | 103.0 | 106.6
38 | 111.3 | 102.5 | 96.4 | 111.2
39 | -90.1* | 74.4 | 17.1 | -51.4*
40 | 105.3 | 111.6 | 102.5 | 97.1
41 | 123.1 | 94.6 | 106.1 | 131.2
42 | 72.2 | 75.5 | 72.4 | 94.3
43 | 109.1 | 106.6 | 102.9 | 107.9
44 | 91.1 | 71.5 | 103.1 | 112.1
45 | 105.1 | 111.8 | 96.7 | 99.0

A second format for part of the listing above:
[33] CN(C)N=C1CCCCC1
  NCI-H522 = ·; OVCAR-3 = 118.2; NCI/ADR-RES = 104.4; SK-OV-3 = 105.4; OVCAR-8 = 112.2; OVCAR-4 = 112.2; IGROV1 = 109.7; NCI-H23 = 108.4; OVCAR-5 = 100.1
[34] O=c1[nH]c(Cl)ncc1F
  NCI-H522 = 98.2; OVCAR-3 = 62.5; NCI/ADR-RES = 85.5; SK-OV-3 = 91.6; OVCAR-8 = 75.0; OVCAR-4 = 101.7; IGROV1 = 110.6; NCI-H23 = 73.1; OVCAR-5 = 109.1
[35] CCOC(=O)c1oc2nc(-c3cnccn3)cc(-c3cccs3)c2c1N
  NCI-H522 = 97.7; OVCAR-3 = 120.4; NCI/ADR-RES = 98.1; SK-OV-3 = 160.0; OVCAR-8 = 104.0; OVCAR-4 = 110.1; IGROV1 = 100.5; NCI-H23 = ·; OVCAR-5 = 118.7

Additional results follow:
cpd | SMILES | NCI-H522 | OVCAR-3 | NCI/ADR-RES | SK-OV-3 | OVCAR-8
46 | O=C(NNC(=S)Nc1ccccc1)c1ccc(Nc2ncnc3c2cnn3-c2cccc(F)c2)cc1 | 96.7 | 104.9 | 97.5 | 117.2 | 103.2
47 | O=C(O)c1cc(N=Nc2cccc([N+](=O)[O-])c2)ccc1O | 104.2 | 110.3 | 101.9 | 115.4 | 90.5
48 | O=C(Nc1ncc(Cc2cc(Cl)ccc2Cl)s1)C1CCCCC1 | 69.2 | 92.8 | 86.7 | 111.9 | 98.5
49 | O=C(Nc1ccc2c(ccn2Cc2ccc(F)cc2)c1)c1ccnnc1 | · | 111.4 | 98.9 | 109.0 | 96.5
50 | CC(=O)NC(C)C(=O)NC1CCCCCC1 (centres undefined) | 125.9 | 94.4 | 102.4 | 102.6 | 129.6
51 | CCCCCCCCCCCCCCCC[N+](C)(C)CCCNS(=O)(=O)c1ccc(C(C)(C)C)cc1 | 95.0 | 117.2 | 91.1 | 115.1 | 98.9
52 | CCN1C(=O)N(CC)C2Nn3c(s/c(=C\c4ccccc4Br)c3=O)=NC21 (centres undefined) | -12.8* | -7.2* | 5.5* | 44.7 | 15.4
53 | CCCCNc1ccc(-c2ccc(NCCCC)cc2)cc1 | 46.2 | 67.8 | 79.3 | 94.5 | 82.1
54 | O=C1C(Cl)=C(Nc2ccc3cn[nH]c3c2)C(=O)c2ccccc21 | -84.7* | -100.0* | -67.5* | 87.2 | -58.2*
55 | O=C(Cc1ccccc1)c1ccc(O)cc1 | 99.7 | 116.4 | · | 113.8 | 102.6
56 | COc1cc(-c2nc3cc(C)ccn3c2N)ccc1O | 94.3 | 103.0 | 109.7 | 100.4 | 92.8
57 | OC1(c2ccccc2)Oc2ccccc2C(c2ccccc2)C1c1ccccc1 (centres undefined) | 79.5 | 87.2 | 74.3 | 89.6 | 85.6

cpd | OVCAR-4 | IGROV1 | NCI-H23 | OVCAR-5
46 | 100.3 | 101.0 | 95.9 | 102.4
47 | 101.8 | 109.0 | 100.2 | 101.2
48 | 98.3 | 66.0 | 91.7 | 93.9
49 | 56.8 | 77.0 | 76.0 | 91.8
50 | 106.2 | 101.6 | 105.6 | 94.9
51 | 94.2 | 91.6 | 95.6 | 99.7
52 | 47.5 | 25.7 | 25.6 | 28.9
53 | 63.5 | 78.0 | 65.5 | 90.3
54 | -98.9* | -83.5* | -70.1* | -37.9*
55 | 104.9 | 109.0 | 103.2 | 103.8
56 | 91.4 | 115.0 | 103.3 | 94.9
57 | 79.8 | 73.1 | 83.4 | 93.6

Part of the list above in another layout.
Results follow in this order: NCI-H522 | OVCAR-3 | NCI/ADR-RES | SK-OV-3 | OVCAR-8 | OVCAR-4 | IGROV1 | NCI-H23 | OVCAR-5
[54] O=C1C(Cl)=C(Nc2ccc3cn[nH]c3c2)C(=O)c2ccccc21
→ -84.7* | -100.0* | -67.5* | 87.2 | -58.2* | -98.9* | -83.5* | -70.1* | -37.9*
[55] O=C(Cc1ccccc1)c1ccc(O)cc1
→ 99.7 | 116.4 | · | 113.8 | 102.6 | 104.9 | 109.0 | 103.2 | 103.8
